Compound activity deposited in PubChem by Broad Institute.
ERAP1 HTS inh = ERAP1 (human) enzyme inhibition. inhibition, % at 10.7 µM. recombinant ERAP1, Leu-AMC fluorescence, 60 min. 340,000 compounds, 0.15% hits. Q9NZ08;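 active = mean replicate inhibition of at least 30%, or all replicates individually reaching that 30% level; inactive = mean below 30% and not every replicate reaching it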;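 note: 0% = neutral control wells and 100% = L-leucinethiol positive control wells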
Target sequence (Q9NZ08 whole entry, looked up): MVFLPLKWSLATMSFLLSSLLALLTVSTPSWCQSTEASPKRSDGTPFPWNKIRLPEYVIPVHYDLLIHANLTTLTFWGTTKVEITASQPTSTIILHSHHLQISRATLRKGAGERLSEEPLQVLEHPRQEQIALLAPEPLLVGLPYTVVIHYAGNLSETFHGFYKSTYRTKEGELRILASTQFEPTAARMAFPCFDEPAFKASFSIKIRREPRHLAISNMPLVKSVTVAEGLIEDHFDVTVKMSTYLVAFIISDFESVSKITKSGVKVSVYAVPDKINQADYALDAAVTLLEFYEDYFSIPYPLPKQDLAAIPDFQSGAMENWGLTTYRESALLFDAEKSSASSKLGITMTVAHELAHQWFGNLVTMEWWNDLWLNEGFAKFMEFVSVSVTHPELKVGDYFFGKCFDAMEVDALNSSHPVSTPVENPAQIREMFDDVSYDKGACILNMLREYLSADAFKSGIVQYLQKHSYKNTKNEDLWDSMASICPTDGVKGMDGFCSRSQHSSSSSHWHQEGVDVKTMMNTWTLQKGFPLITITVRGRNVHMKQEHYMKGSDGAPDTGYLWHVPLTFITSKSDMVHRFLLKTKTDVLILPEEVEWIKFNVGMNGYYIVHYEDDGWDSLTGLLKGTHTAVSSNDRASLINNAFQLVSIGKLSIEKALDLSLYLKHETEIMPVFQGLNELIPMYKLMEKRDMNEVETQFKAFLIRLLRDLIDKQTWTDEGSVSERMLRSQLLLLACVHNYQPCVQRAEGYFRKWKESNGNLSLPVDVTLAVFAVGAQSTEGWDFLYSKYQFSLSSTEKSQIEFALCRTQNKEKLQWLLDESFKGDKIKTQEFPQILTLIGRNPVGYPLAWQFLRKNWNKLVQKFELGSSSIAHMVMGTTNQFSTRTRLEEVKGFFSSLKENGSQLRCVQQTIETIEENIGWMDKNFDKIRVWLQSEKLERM
XiGFP reactiv = reactivates the inactive X chromosome in mouse fibroblasts; XiGFP mouse fibroblasts, % GFP-positive cells imaging, 3 d; cells co-treated with 5-aza-dC sensitizer; scaled so ellipticine positive control = 100%; activation, % at 7.58 µM; 360,000 compounds, 0.055% hits; AID 743238;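 active = mean normalized replicate activation at least 10% and every replicate at or above 10%; inconclusive = only one of the two criteria met; inactive = mean below 10% and not all replicates reach 10%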;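 note: 0% = median of on-plate neutral control wells and 100% = ellipticine 6 µM median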
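System: SV40-immortalized XiGFP fibroblast cells, line 68-5-11 / Incubation: 3-day compound exposure, then 15 min fixation at room temperature / Compound: single concentration per compound, delivered by pin transfer / Buffer or medium: DMEM plus 5-aza-dC sensitizer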
RAD52 inh = inhibitors of human RAD52 DNA annealing | P43351 | recombinant RAD52 DNA annealing, FRET fluorescence | inhibition, % at 18.7 µM | 360,000 compounds, 0.46% hits;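 active = every replicate showing at least 50% inhibition; inconclusive = mean inhibition at least 50% but not in every replicate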
INS-1E GSIS act = primary screen for activators of insulin secretion dependent on glucose, INS-1E cells, GLuc reporter luminescence. INS-1E GLuc reporter insulin secretion, 2-3 h. activation, % at 16.6 µM. 370,000 compounds, 0.61% hits;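 active = lowest replicate activation of at least 40%, so every replicate reaches that level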;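 note: 0% = median of neutral control wells and 100% = median of IBMX positive control wells; some compounds called inactive have numbers as strong as hits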
RAD54 inh = inhibitors of human RAD54 branch migration; Q92698; RAD54 Holliday junction branch migration, FAM/BHQ fluorescence; inhibition, % at 10.4 µM; 360,000 compounds, 0.14% hits;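 active = mean normalized replicate activity at least 40 and at least half of replicates scoring 40 or more; inconclusive = only one of the two criteria met; inactive = mean below 40 and under half of replicates reaching 40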;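 note: 0% = median of neutral control wells and 100% = median of positive control wells; inhibitors cause a drop in the FAM fluorescence signal; in these data hits start at about 50%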
ARNT-TACC3 inh = disruptors of human ARNT/TACC3 interaction. AID 623870. inhibition, % at 9.99 µM. AlphaScreen His-ARNT PAS-B/GST-TACC3 binding, luminescence; TACC3 fragment carries E629A point mutation. Q9Y6A5. 390,000 compounds, 0.66% hits;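 active = mean inhibition of replicates at least 50% and at least half of replicates each reaching 50%; inconclusive = half or more replicates reach 50% but mean below 50%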;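 note: 0% = complete ARNT plus TACC3 wells and 100% = ARNT alone without TACC3; many hits fall short of the cut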
esBAF inh = blocks esBAF chromatin remodeling in mouse ES cells; Bmi1-luciferase knock-in reporter, 24 h; 100% = twice the neutral-well signal; reporter increase, % at 12.5 µM; 350,000 compounds, 2% hits; in the data active = activation above about 40%; inconclusive = no clear call, values can overlap the other calls;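 note: 0% = median of the plate's neutral control wells and 100% = double that signal; a rise in the Bmi1 reporter signal indicates esBAF inhibition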
CFTR F508del cor = CFTR F508del correction in bronchial cells. CFBE cells, YFP halide quenching; stimulated with forskolin plus potentiator P3; % fluorescence drop versus neutral controls. activity (quench increase), % at 7.58 µM. 350,000 compounds, 0.36% hits. AID 720511;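 active = mean added fluorescence quench of at least 8% versus neutral control, with both replicates also reaching 8%; inconclusive = only one of the mean or replicate conditions met; inactive = mean below 8% and not both replicates reaching 8%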;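 note: cells transiently co-express mutant CFTR-F508del with the halide-sensitive YFP; corrector assay measuring rescue of mutant channel to the surface after 24 h compound exposure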
The depositor's hits bear a star; ? = inconclusive; . = not tested or not shown; & = joins results of further samples.

1	Cc1csc(NC(=O)CSc2nnc(NC(=O)COc3ccc(Cl)cc3)s2)n1
2	CCN(CC)CCNC(=O)C1(O)c2cc(Br)ccc2NC(=O)N1c1ccc(Cl)cc1 (stereo not given)
3	COc1ccc2[nH]c(=O)c(C(c3nnnn3C(C)(C)C)N(Cc3ccco3)CC3CCCO3)cc2c1 (stereo not given)
4	CN(CC(=O)Nc1ccc(Cl)c(S(=O)(=O)N2CCOCC2)c1)C(=O)c1ccc(C#N)cc1
5	O=C(NCCCN=C1NS(=O)(=O)c2ccccc21)c1ccccc1Cl
6	CC(=O)Nc1ccc(N2C(=O)C3C4C=CC(CC4)C3C2=O)cc1 (stereo not given)
7	Cc1cccc(C)c1NC(=O)C(C)N1CCCCC1 (stereo not given)
8	Cc1sc(NC(=O)c2ccco2)c(C(c2cccnc2)N2CCN(CCO)CC2)c1C (stereo not given)

entry no.	1	2	3	4	5	6	7	8
ERAP1 HTS inh	1	-2	10	0	-2	2	1	1
XiGFP reactiv	0.1	0.1	.	-0.4	0.0	0.0	0.5	0.0
RAD52 inh	-27	-1	-10	-7	-17	-4	8	-11
INS-1E GSIS act	-2	1	2	-28	-3	-3	10	16
RAD54 inh	-8	-8	0	14	-1	-18	-16	-1
ARNT-TACC3 inh	-17	5	-1	3	-6	-11	-1	-1
esBAF inh	10	3	-2	1	-8	-3	0	0
CFTR F508del cor	1.0	-1.4	-3.2	-0.5	-4.6	-0.1	0.7	-1.8

9	O=C(Nc1nnc(Cc2ccccc2F)s1)c1ccccc1Cl
10	O=C(C[C@@H]1CC[C@@H](NS(=O)(=O)c2ccc(F)cc2)[C@H](CO)O1)NCc1ccncn1
11	COc1ccc(OC)c(CC(=O)Nc2ccc3c(c2)CCC3)c1
12	CCS(=O)(=O)N1CC2(C1)[C@H](c1ccccc1)[C@@H](CO)N2Cc1ccc(F)cc1
13	O=C(CCN1CCCCC1)N[C@@H]1CC[C@H](CCNC(=O)c2cc(Cl)cc(Cl)c2)O[C@H]1CO
14	CN(C)/C=C1\SC(=S)N(c2ccc(Br)cc2)C1=O
15	COc1cc(Cl)ccc1OC1(C)CCN(Cc2ccccc2OC(F)F)C1 (stereo not given)
16	O=C(c1cc(S(=O)(=O)N2CCOCC2)ccc1Cl)N1CCN(c2ccccn2)CC1

entry no.	9	10	11	12	13	14	15	16
ERAP1 HTS inh	3	0	3	-2	-3	0	1	-2
XiGFP reactiv	0.0	0.1	0.6	0.1	0.1	0.2	0.0	-0.1
RAD52 inh	5	9	-15	-4	0	-32	10	-25
INS-1E GSIS act	-5	10	-10	-2	3	-10	-29	-11
RAD54 inh	-3	14	9	.	7	-10	-6	.
ARNT-TACC3 inh	-14	-8	-10	.	14	5	.	2
esBAF inh	2	-4	-7	.	5	?	-9	4
CFTR F508del cor	0.1	1.6	-0.8	-0.1	0.3	.	1.2	0.3

6 compounds already listed, sorted by SMILES length, smallest number first.
11	COc1ccc(OC)c(CC(=O)Nc2ccc3c(c2)CCC3)c1
15	COc1cc(Cl)ccc1OC1(C)CCN(Cc2ccccc2OC(F)F)C1 (stereo not given)
8	Cc1sc(NC(=O)c2ccco2)c(C(c2cccnc2)N2CCN(CCO)CC2)c1C (stereo not given)
16	O=C(c1cc(S(=O)(=O)N2CCOCC2)ccc1Cl)N1CCN(c2ccccn2)CC1
12	CCS(=O)(=O)N1CC2(C1)[C@H](c1ccccc1)[C@@H](CO)N2Cc1ccc(F)cc1
13	O=C(CCN1CCCCC1)N[C@@H]1CC[C@H](CCNC(=O)c2cc(Cl)cc(Cl)c2)O[C@H]1CO

entry no.	11	15	8	16	12	13
ERAP1 HTS inh	3	1	1	-2	-2	-3
XiGFP reactiv	0.6	0.0	0.0	-0.1	0.1	0.1
RAD52 inh	-15	10	-11	-25	-4	0
INS-1E GSIS act	-10	-29	16	-11	-2	3
RAD54 inh	9	-6	-1	.	.	7
ARNT-TACC3 inh	-10	.	-1	2	.	14
esBAF inh	-7	-9	0	4	.	5
CFTR F508del cor	-0.8	1.2	-1.8	0.3	-0.1	0.3

(cont.)
17	CCN(c1ccccc1)S(=O)(=O)c1cc(C(=O)NCC(c2ccc(OC)cc2)N(C)C)ccc1C (stereo not given)
18	CSc1ncc(Cl)c(C(=O)Nc2ccccc2[N+](=O)[O-])n1
19	CCOC(=O)c1oc2c(c1C)/C(=N/O)CCC2
20	COc1cccc(C=NNC(=O)c2ccncc2)c1O
21	CC(C)=C1C2CCC1C(C(=O)NCCc1ccccc1)C2C(=O)O (stereo not given)
22	O=C(Nc1ccc2c(c1)OCCO2)C(c1ccnc2ccccc12)N1CCC(Cc2ccccc2)CC1 (stereo not given)
23	CCCc1cn(CC[C@H]2CC[C@@H](NC(=O)C3CCOCC3)[C@H](CO)O2)nn1
24	O=C(NCC1CCCO1)c1ccccc1NS(=O)(=O)c1cc([N+](=O)[O-])ccc1Cl (stereo not given)

entry no.	17	18	19	20	21	22	23	24
ERAP1 HTS inh	0	3	-1	-7	.	-1	2	3
XiGFP reactiv	0.4	0.1	.	0.0	-0.1	-0.3	0.0	0.2
RAD52 inh	-38	-14	-4	-11	.	-25	10	-6
INS-1E GSIS act	-34	15	18	6	-8	2	8	-20
RAD54 inh	-4	0	-9	0	2	1	-2	.
ARNT-TACC3 inh	5	-2	1	69*	-7	.	1	-4
esBAF inh	8	-4	39	7	4	8	1	.
CFTR F508del cor	-4.7	2.5	.	.	.	-4.2	-0.6	0.0

25	O=C(C[C@@H]1C[C@H]2c3cc(NC(=O)Nc4ccc(C(F)(F)F)cc4)ccc3O[C@H]2[C@@H](CO)O1)NCCc1ccccc1
26	C[C@@H]1CN([C@@H](C)CO)C(=O)Cc2cc(NC(=O)Nc3cccc4ccccc34)ccc2O[C@H]1CN(C)Cc1ccc(Cl)c(Cl)c1
27	COC(=O)c1ccc(OC(=O)c2cnccn2)cc1
28	Cc1csc(NC(=O)CSc2nnc3c4ccccc4nc(C(C)(C)C)n23)n1
29	CC(C)c1ccc(N(CC(=O)NCCSCc2ccco2)S(C)(=O)=O)cc1
30	COc1ccc(OCc2nnc(SCC(=O)NCC3CCCO3)n2N)cc1 (stereo not given)
31	CC(C)Cn1c(=O)c(C(=O)Nc2ccccc2S(N)(=O)=O)c(O)c2ccccc21
32	Cc1ccc(NC(=O)c2ccc3nc[nH]c3c2)c(O)c1

entry no.	25	26	27	28	29	30	31	32
ERAP1 HTS inh	2	-1	8	-1	0	2	-2	-7
XiGFP reactiv	0.2	0.1	0.0	.	0.0	0.0	.	0.1
RAD52 inh	-5	36	-15	-19	-9	-4	-11	-4
INS-1E GSIS act	-2	-2	23	-21	-24	.	3	3
RAD54 inh	5	-3	12	-7	.	-3	-2	0
ARNT-TACC3 inh	-8	3	-3	-5	-9	1	-8	5
esBAF inh	2	-3	3	-20	.	-6	13	51*
CFTR F508del cor	-1.1	1.9	-3.3	.	4.9	-0.5	-0.7	2.9

33	C#CCOCCOCCOCCNc1nc(N2CCN(C(=O)[C@H](CO)n3cc([C@@H](N)C(C)C)nn3)CC2)nc(N2CCN(C(=O)[C@H](CO)n3cc([C@@H](N)C(C)C)nn3)CC2)n1
34	OCCN1CCN(c2nnc(-c3ccccc3)c3ccccc23)CC1
35	Cc1ccccc1CN1CCC(CNC(=O)Nc2ccc(F)cc2F)CC1
36	NC(=O)c1cc(C(=O)Cc2ccc(Cl)cc2)c[nH]1
37	Cc1ccc(C(=O)NC2c3ccccc3-c3ccccc32)cc1
38	O=C(O)CC(CCc1ccccc1)OC1OC(CO)C(O)C(O)C1O (stereo not given)
39	CCOC(=O)Nc1ccc(S(=O)(=O)NCc2ccccc2)cc1
40	CCOc1ccc(N(CC(=O)Nc2ccc(CC)cc2)S(=O)(=O)c2c(C)[nH]c(=O)[nH]c2=O)cc1

entry no.	33	34	35	36	37	38	39	40
ERAP1 HTS inh	3	-1	-5	2	.	32*	7	0
XiGFP reactiv	0.0	0.2	0.0	0.1	0.3	.	.	0.0
RAD52 inh	-7	-9	-4	-3	.	7	-13	-16
INS-1E GSIS act	0	6	6	0	23	8	12	28
RAD54 inh	-24	-14	-11	-3	8	-5	6	6
ARNT-TACC3 inh	-3	8	-8	4	-1	-3	10	11
esBAF inh	4	3	1	35	.	-3	6	2
CFTR F508del cor	2.2	-0.2	-0.7	-0.8	.	0.4	-1.2	0.8

41	Cc1c(NS(=O)(=O)c2cccc3nsnc23)c(=O)n(-c2ccccc2)n1C
42	CCOc1ccc(C2C(C(=O)Nc3ccc(F)cc3)=C(C)Nc3nc(CCCO)nn32)cc1 (stereo not given)
43	O=C(O)CSc1cc(C(=O)c2ccccc2O)cn2c(=O)c3c(-c4ccccc4)csc3nc12
44	C[C@@H]1CN([C@H](C)CO)C(=O)c2cc(NS(=O)(=O)c3ccc(F)cc3)ccc2O[C@@H](C)CCCCO[C@@H]1CN(C)C(=O)CCC(F)(F)F
45	Cc1cnc(C(=O)OCC(=O)Nc2ccc(C)c(S(=O)(=O)N3CCCCCC3)c2)cn1
46	CCCCC(=O)N(C)c1c(CC)nc2c(OCc3cccc(Cl)c3)cccn12
47	COc1ccc(S(=O)(=O)n2nc(OC(=O)c3ccncc3)cc2N)cc1
48	Cc1ccc(S(=O)(=O)N(C)C[C@@H]2OCc3cnnn3CCCC(=O)N([C@H](C)CO)C[C@H]2C)cc1
49	C[C@@H]1CN([C@@H](C)CO)C(=O)c2cc(NC(=O)CCN3CCOCC3)ccc2O[C@H]1CN(C)Cc1ccncc1

entry no.	41	42	43	44	45	46	47	48	49
ERAP1 HTS inh	.	0	.	2	2	0	-2	-1&1&-1	-3
XiGFP reactiv	0.1	0.1	-0.2	0.1	0.2	0.0	-0.1	0.1&0.0	0.0
RAD52 inh	.	1	-39	-10	-26	-16	-7	-9&4&-6	-11
INS-1E GSIS act	12	-6	-18	-19	-8	-14	4	6&10	7
RAD54 inh	-1	4	-4	2	-8	5	-10	-9&5&-9	1
ARNT-TACC3 inh	-6	-8	4	7	-6	.	-1	-4&-6	.
esBAF inh	.	0	-10	-3	-1	2	-5	-2&2&-1	-3
CFTR F508del cor	.	-0.6	1.3	2.8	-1.9	0.4	0.0	1.7&3.3&-2.7	0.1
